# Akt phos inh – HTS Assay for Inhibitors of Akt Phophorylation: Primary Screen; Neuro2A IGF-stimulated pAkt S473 HTRF, 20 min; stronger effect = lower value; activity change, % for hits at 50 µM; 360,000 tested, 0.32% active; AID 651550, 2012; in the data active = activity change below about -80%; inconclusive = mostly about -51% to -80%; also: % is scaled to controls: 0 for no effect and ±100 for the full control effect
#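 Neuro2A cells in DMEM with 0.5% FBS, overnight at 37 deg C, given compound at single 50 µM final, then IGF (6 nM final) for 20 min at 37 deg C. Lysed; phospho-Akt Ser473 by HTRF after 24 h, 665/615 ratio.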
# GLP-1R inv ag – qHTS of GLP-1 Receptor Inverse Agonists (Inhibition Mode); Glucagon-like peptide 1 receptor (Homo sapiens), P43220; HEK293 GLP-1R CRE-luciferase, luminescence, 24 h; GLP-1R form is constitutively active; Potency, µM (highest dose often 38.3 µM), for inactives: at the top dose activity change, negative = inhibition, hits mostly inhibitors; 410,000 tested, 1.6% active; AID 624417, 2012; also: potency is read from the fitted curve at half-maximal effect; % is scaled to controls: 0 for no effect and ±100 for the full control effect; nearly all actives have a fitted effect of over 55% in size
# Target sequence (P43220 whole entry, looked up): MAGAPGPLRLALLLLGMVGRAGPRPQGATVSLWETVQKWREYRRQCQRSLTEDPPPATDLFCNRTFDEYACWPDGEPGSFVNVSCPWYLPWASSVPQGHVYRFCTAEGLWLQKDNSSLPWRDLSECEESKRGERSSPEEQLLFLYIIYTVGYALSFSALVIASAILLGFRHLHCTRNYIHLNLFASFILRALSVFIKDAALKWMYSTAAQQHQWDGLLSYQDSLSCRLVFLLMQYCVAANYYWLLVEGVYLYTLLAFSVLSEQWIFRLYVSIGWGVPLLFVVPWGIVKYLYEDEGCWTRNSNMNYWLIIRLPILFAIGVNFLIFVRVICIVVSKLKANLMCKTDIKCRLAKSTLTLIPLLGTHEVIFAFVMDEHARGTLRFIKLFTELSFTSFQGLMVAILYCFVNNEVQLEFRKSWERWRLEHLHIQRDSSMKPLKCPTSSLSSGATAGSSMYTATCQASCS
#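 Luminescence readout: a drop in cAMP-driven luciferase signal flags inverse agonism at a constitutively active GLP-1R stably expressed in HEK293. Compound exposure lasted 24 hr at 37 deg C, 5% CO2.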
# Mm-Cpn inhibitor – Inhibitors of TCP-1 ring complex (TRiC) of Methanococcus maripaludis (MmCpn): qHTS | AID 504842, 2011 | purified Mm-Cpn ATPase, ADP Transcreener TR-FRET | 330,000 tested, 0.031% active | Potency, µM (highest dose often 76.9 µM), inactives show at the top dose activity, negative = inhibition, hits mostly inhibitors | Chaperonin Mm-Cpn (Methanococcus maripaludis); also: potency is read from the fitted curve at half-maximal effect; % is scaled to controls: 0 for no effect and ±100 for the full control effect; nearly all actives have a fitted effect of over 80% in size
#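 TR-FRET (320 nm excitation; 590 and 665 nm emission) reports ADP made from 10 uM ATP by 25 nM enzyme; compounds were preincubated 10 min, reaction run 30 min, both at 37°C.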
# FUS suppressor – qHTS for Suppressors of FUS Proteinopathy: Primary screen using FUS-linked yeast assay | S. cerevisiae FUS-expressing, growth rescue, OD600, 24 h | Potency, µM (doses to about 76.6 µM), without a hit: top-dose growth rescue (activation), most hits filed as activators | 390,000 tested, 0.24% active | AID 1347120, 2019;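 also: potency is read from the fitted curve at half-maximal effect; plate controls were DMSO vehicle for no effect and reference control for full effect; nearly all actives have a fitted effect of over 55% in size; some results filed as inactive show a strong effect at the top dose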
#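 Yeast expressing FUS under galactose induction, OD 0.005 in 2% galactose medium; compounds in a dilution series, 24 h at 30C. Growth rescue by absorbance at 600 nm; CP55940 positive control, DMSO negative.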
# Abeta yeast res – qHTS for compounds that reverse cellular toxicity of Amyloid beta (A-beta) peptide in yeast: Primary Screen. yeast expressing A-beta42, growth rescue, OD600, 48 h; response scale: 0% DMSO, 100% iron-clioquinol control. Potency, µM (doses to about 46.1 µM), inactives show at the highest dose growth rescue, most hits filed as activators. 410,000 tested, 0.063% active; also: potency is read from the fitted curve at half-maximal effect; nearly all actives have a fitted effect of over 55% in size
#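 Growth rescue measured by 600 nm absorbance after 48 h yeast culture at 30 C with compound. Values normalized between DMSO and an equimolar ferric chloride plus clioquinol control.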
# PTHR1 ag – qHTS for PTHR1 Agonists: Primary Screen | Parathyroid hormone/parathyroid hormone-related peptide receptor (Homo sapiens), Q03431 | HEK293 GP2 PTHR1 cells, GloSensor cAMP luminescence, 1 h | Potency, µM (doses to about 115 µM), for the others: at the top dose activation, most hits filed as activators | 410,000 tested, 0.075% active; also: potency is read from the fitted curve at half-maximal effect; nearly all actives have a fitted effect of over 55% in size; some results filed as inactive show a strong effect at the top dose; inactives centre near -15; many of its hits are not listed in these tables
# Target sequence (Q03431 whole entry, looked up): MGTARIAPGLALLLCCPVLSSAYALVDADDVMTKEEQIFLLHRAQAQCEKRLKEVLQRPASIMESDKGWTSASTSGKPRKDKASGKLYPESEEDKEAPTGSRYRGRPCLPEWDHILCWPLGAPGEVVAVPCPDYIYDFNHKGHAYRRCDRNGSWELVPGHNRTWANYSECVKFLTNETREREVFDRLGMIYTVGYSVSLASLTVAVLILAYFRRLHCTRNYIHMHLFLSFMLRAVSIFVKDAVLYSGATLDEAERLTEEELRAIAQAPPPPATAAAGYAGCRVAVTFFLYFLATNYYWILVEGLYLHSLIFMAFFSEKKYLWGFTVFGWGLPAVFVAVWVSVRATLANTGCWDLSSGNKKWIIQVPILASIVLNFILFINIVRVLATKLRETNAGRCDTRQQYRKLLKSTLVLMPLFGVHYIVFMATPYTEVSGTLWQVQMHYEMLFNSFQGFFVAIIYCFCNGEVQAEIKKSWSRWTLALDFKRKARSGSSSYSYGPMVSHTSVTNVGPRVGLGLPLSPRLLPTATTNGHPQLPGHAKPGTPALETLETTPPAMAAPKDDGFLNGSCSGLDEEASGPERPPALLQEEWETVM
#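 HEK-293-derived GP2 cells expressing PTHR1 and a GloSensor cAMP reporter, 3,000/well, plated overnight, given luciferin plus IBMX (each 0.5 mM as added) for 1 h at 37 °C, then compound for 1 h at 37 °C. Luminescence was read after 15 min at room temperature.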
# aSyn yeast inh – qHTS of alpha-syn Inhibitors; Yeast expressing alpha-synuclein, growth rescue, BacTiter-Glo, 24 h; Potency, µM (titrated, usually from 46.1 µM), for the others: at the highest dose growth rescue (activation), hits mostly activators; 370,000 tested, 0.14% active; also: potency is read from the fitted curve at half-maximal effect; % of control where 0% means no effect; nearly all actives have a fitted effect of over 65% in size
#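 Readout is rescue of growth in alpha-synuclein-expressing yeast, so inhibitors of toxicity appear as activators. Growth after 24 hr at 30 deg C in galactose medium is quantified by luminescence.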
# TDP43 rescue – qHTS of TDP-43 Inhibitors; Potency, µM (highest dose often 46.1 µM), for the others: at the highest dose growth rescue (activation), actives largely listed as activators; TDP-43 expressing yeast growth rescue, BacTiter-Glo, 24 h; AID 652104, 2013; 410,000 tested, 1.8% active; also: potency is read from the fitted curve at half-maximal effect; % of control where 0% means no effect; nearly all actives have a fitted effect of over 50% in size
#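 Yeast cells expressing TDP-43 under galactose induction are exposed to compounds for 24 hr at 30 deg C. BacTiter-Glo luminescence measures growth, so protective compounds score as activators.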
# HEK293 tox – qHTS of GLP-1 Receptor Inverse Agonists: Cytotox Screen | HEK293 cAMP-luciferase reporter cells, luminescence, 24 h | Potency, µM (highest dose often 38.3 µM), inactives show at the top dose activity change, negative = inhibition, actives largely listed as inhibitors | 410,000 tested, 0.13% active | AID 624418, 2012;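 also: loss of luciferase light is scored as toxicity; potency is read from the fitted curve at half-maximal effect; % is scaled to controls: 0 for no effect and ±100 for the full control effect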
#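 1536-well qHTS counterscreen of the MLSMR; 200 cells/uL, 12 h pre-incubation, 23 nL cpd, 24 h at 37 deg C 5% CO2, luciferase detection reagent, 12 min RT, luminescence. Inhibition = undesired.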
# * hit, by the source's call; i = inactive; ? = inconclusive; · = no result given; [ ] = another dose, or the depositor's remark. Unless noted, calls follow the shape of the dose curve; as a rule, active = well fitted curve in the direction sought with a large enough effect; inconclusive = small, poorly fitted or top-dose-only effect, or another doubt; inactive = no such curve, though single readings can be large; an effect the other way counts as inactive or inconclusive. This is a subset (hit frequency here may not be typical).
1	C/C=C(\C)C(=O)N1CCC(C(=O)c2ccccc2)CC1
2	CC1(C)Cc2ccccc2-c2nnc(-c3ccccc3)n21
3	CCOc1cc(CNC(=O)c2ccc3c(c2)N(C)C(=O)C2CCCCN32)ccc1OC (configuration not stated)
4	CCCCN1C(=O)C2C(c3ccc(OC)cc3O)NC(CC(C)C)(C(=O)O)C2C1=O (configuration not stated)
5	O=C(O)CCCn1cc(NC(=O)COc2cc(F)ccc2[N+](=O)[O-])cn1
6	CCn1c(=O)c2c(nc(SCC(=O)NCC3CCCO3)n2C)n(C)c1=O (configuration not stated)
7	COc1cc(Cl)ccc1OCc1cc(C(=O)NCC(C)(C)N2CCOCC2)no1
8	CN(Cc1c(F)cccc1Cl)c1nnnn1-c1ccccc1
9	Cn1c(SCC(=O)N2CCCC2=O)nc2ccccc21
10	O=C1c2ccccc2C(c2nnnn2Cc2ccccc2)N1Cc1cccnc1 (configuration not stated)

Compound	1	2	3	4	5	6	7	8	9	10
PTHR1 ag	i	-3%	i	-11%	-9%	i	-6%	i	-3%	-7%
GLP-1R inv ag	-7%	-6%	27%	10%	0%	1%	-26%	0%	54%[activator]	5%
FUS suppressor	21%	-11%	10%	-24%	6%	13%	1%	23%	3%	-5%
Mm-Cpn inhibitor	1%	0%	·	1%	1%	-1%	-2%	-3%	2%	·
Abeta yeast res	1%	14%	-12%	-5%	7%	5%	1%	-31%[inhibitor]	-1%	2%
TDP43 rescue	6%	15%	18%	6%	-24%	-14%	8%	?	-14%[0.397 µM]	14%
aSyn yeast inh	8%	·	·	-1%	-1%	-2%	-1%	11%	0%	-9%
HEK293 tox	2%	-6%	-4%	-4%	-3%	2%	1%	-11%	1%	-3%
Akt phos inh	i	·	·	i	i	i	i	i	i	i

# Reprinted from the part before: 3 entries, then new ones.
8	CN(Cc1c(F)cccc1Cl)c1nnnn1-c1ccccc1
9	Cn1c(SCC(=O)N2CCCC2=O)nc2ccccc21
10	O=C1c2ccccc2C(c2nnnn2Cc2ccccc2)N1Cc1cccnc1 (configuration not stated)
11	COC(=O)c1ccccc1NC(=O)Cn1c(=O)n(CCCC(=O)NCCc2ccc(OC)c(OC)c2)c(=O)c2ccccc21
12	C/C(=N\O)C1/C(=N/O)CC2C1C2(C)C (configuration not stated)
13	O=C(CN1C(=O)NC2(CCCC2)C1=O)OCCOc1cccc(Cl)c1
14	COc1ccccc1CNC(=O)CSC(=S)N1CCCC1
15	CCOc1ccc(C(=O)c2cn(CC(=O)Nc3ccc4c(c3)OCO4)c3ccc(OC)cc3c2=O)cc1
16	O=[N+]([O-])c1ccc(O)c(-c2nn[nH]n2)c1
17	Clc1cccc(Nc2ncnc3ccc(Br)cc23)c1
18	COC(=O)c1ccsc1NC(=O)CCS(=O)(=O)c1ccc(Cl)cc1
19	CCOc1ccc(NC(=O)CN(C)C(=O)c2cc3c(s2)CCC3)cc1OCC
20	Cc1ccc(S(=O)(=O)N2[C@@H](c3ccc(F)cc3)C(C(=O)O)=CC[C@H]2c2cccc(Cl)c2)cc1

Compound	8	9	10	11	12	13	14	15	16	17	18	19	20
PTHR1 ag	i	-3%	-7%	26%	i	i	-11%	i	i	-9%	i	i	i
GLP-1R inv ag	0%	54%[activator]	5%	16%	-25%	-20%	13%	13%	6%	?	16%	-14%	0%
FUS suppressor	23%	3%	-5%	13%	-2%	15%	1%	1%	-16%	?	5%	?	-5%
Mm-Cpn inhibitor	-3%	2%	·	·	3%	0%	-3%	·	1%	-6%	-14%	·	-1%
Abeta yeast res	-31%[inhibitor]	-1%	2%	-5%	3%	-12%	18%	4%	7%	-5%	-1%	-14%	-23%
TDP43 rescue	?	-14%[0.397 µM]	14%	10%	-8%	1%	14%	13%	26%	?	18%	3%	22µM*
aSyn yeast inh	11%	0%	-9%	·	0%	8%	3%	·	8%	-36%[inhibitor]	0%	?	0%
HEK293 tox	-11%	1%	-3%	10%	-3%	14%	-3%	-3%	-11%	15%	-2%	-2%	-9%
Akt phos inh	i	i	i	·	i	i	i	·	i	i	i	i	i

21	O=C(CCn1cccn1)NCc1ccc(Cl)cc1
22	COc1ccc(-c2nc3ccccc3c(=O)n2CCOc2cc(C)ccc2C)cc1
23	Clc1ccc(-n2ncc3c(NCc4ccc5c(c4)OCO5)ncnc32)cc1
24	CC(C)(C)c1ccc(NC(=O)CSc2nnc3scc(-c4ccccc4)n23)cc1
25	CCN(CC)C(=O)[C@H]1CC(CC(=O)NCc2ccc(OC)c(OC)c2)C(=O)N2CCc3c([nH]c4ccccc34)[C@]12C (some centres not stated)
26	Cc1ccc(O)c(NC(=O)c2ccc3c(c2)C(=O)N(CC(C)C)C3=O)c1
27	CC(C(=O)NC1CCCC1)N1C(=O)c2cccc3cccc1c23 (configuration not stated)
28	CC(=O)c1cc2c(cc1NC(=O)CN1CCCCC1C)OCO2 (configuration not stated)
29	Cc1ccc(S(=O)(=O)N2CC3(C)CN(S(=O)(=O)c4ccc(C)cc4)CC(C)(C2)C3=O)cc1
30	Cc1c(C(N)=O)sc2ncn(CCOc3ccccc3)c(=O)c12

Compound	21	22	23	24	25	26	27	28	29	30
PTHR1 ag	-34%[inhibitor]	i	i	-21%	-11%	i	-10%	-17%[57.5 µM]	24%[57.5 µM]	-13%
GLP-1R inv ag	2%	19%	-18%	11%	5%	10%	-34%	-15%	3%	46%[activator]
FUS suppressor	8%	-18%	-13%	6%	28%	6%	1%	-3%	32%	14%
Mm-Cpn inhibitor	·	1%	0%	·	0%	1%	-2%	-3%	-2%	0%
Abeta yeast res	-12%	-6%	12%	-7%	0%	6%	12%	-4%	-4%	-15%
TDP43 rescue	17%	8%	12%	?	-8%	-9%	-1%	-8%	-38%	1%
aSyn yeast inh	·	1%	-12%	·	3%	2%	12%	5%	-4%	-6%
HEK293 tox	17%	-2%	6%	-8%	2%	-12%	80%[activator]	1%	-9%	14%
Akt phos inh	·	i	i	·	i	i	i	i	i	i

31	CCOC(=O)C1=C(C)NC(SCC(=O)Nc2cc(C)on2)=C(C#N)C1c1cccs1 (configuration not stated)
32	c1ccc(CSc2ccc(-c3ccc4c(c3)OCO4)nn2)cc1
33	COc1cc(C2/C(=C(\O)c3ccc4c(c3)OCCO4)C(=O)C(=O)N2CCN2CCOCC2)cc(OC)c1OC (configuration not stated)
34	Cc1ccc(N2C(=O)N(CC(=O)Nc3cccc(C)c3C)C(=O)C2C)cc1 (configuration not stated)
35	O=C1CCNCCN1[C@H](CO)Cc1ccccc1
36	COc1ccc(N(CC(=O)N2CCN(Cc3ccccc3)CC2)S(C)(=O)=O)cc1
37	O=C(Nc1cccc(F)c1)C1CCCN1S(=O)(=O)c1cccc2cccnc12 (configuration not stated)
38	CCOc1ccccc1CNC(=O)CCC(=O)N1Cc2ccccc2Oc2ncccc21
39	Cc1cc(C)n(C(=O)c2ccc(C)c(Br)c2)n1
40	COc1ccc([N+](=O)[O-])cc1NC(=O)CSc1nncn1-c1ccccc1
41	C=CCc1cccc2cc(C(=O)NNC(=O)c3ccncc3)c(=O)oc12
42	CCNC(=O)NC(=O)COC(=O)c1ccccc1SCC(=O)NC(=O)NCC
43	Cc1cc(=O)oc2cc(NC(=O)c3cccc(S(=O)(=O)N(C)C)c3)ccc12

Compound	31	32	33	34	35	36	37	38	39	40	41	42	43
PTHR1 ag	-15%[57.5 µM]	-54%[inhibitor]	4%	-1%	i	i	i	i	-20%	i	-3%	-7%[57.5 µM]	-15%
GLP-1R inv ag	5%	4%	38%[activator]	-11%	11%	1%	7%	-14%	-2%	1%	13%	?	4%
FUS suppressor	4%	·	12%	8%	-24%	-18%	10%	-10%	-27%	1%	40%	15%	17%
Mm-Cpn inhibitor	-1%	-1%	1%	0%	-6%	1%	3%	-10%	2%	0%	-2%	-7%	-5%
Abeta yeast res	-22%	-16%	-4%	21%	-2%	4%	0%	3%	2%	-4%	2%	-8%	4%
TDP43 rescue	-5%	12%	-16%	-7%	21%	-11%	18%	-1%	7%	18%	-15%	-12%	-15%
aSyn yeast inh	10%	-11%	1%	-3%	0%	4%	-1%	0%	8%	-6%	1%	-27%	-1%
HEK293 tox	3%	-5%	10%	13%	-1%	4%	3%	3%	3%	0%	-31%	97%[activator]	-17%
Akt phos inh	i	i	i	i	i	i	i	i	i	i	i	i	i

# Some of these compounds in order of their number in GLP-1R inv ag, lowest first:
cpd	SMILES	GLP-1R inv ag
38	CCOc1ccccc1CNC(=O)CCC(=O)N1Cc2ccccc2Oc2ncccc21	-14%
39	Cc1cc(C)n(C(=O)c2ccc(C)c(Br)c2)n1	-2%
36	COc1ccc(N(CC(=O)N2CCN(Cc3ccccc3)CC2)S(C)(=O)=O)cc1	1%

# Screening data as filed in PubChem BioAssay.
